SENP8 block-1: inhibitors of human SENP8 protease | 1.2% of 330,000 active | AID 2540 | purified SENP8, Z-RLRGG-aminoluciferin cleavage, luminescence | inhibition, % at 10 µM | Q96LD8; in the data active = inhibition above about 50%
SENP8 block-2: blocks human SENP8 cleavage of Nedd8 substrate; recombinant SENP8, Nedd8 substrate fluorescence; inhibition, % at 20 µM; 0.64% of 360,000 active; AID 602440; in the data active = inhibition mostly above about 40%, no sharp cut-off; inactive = mostly below about 27%
Apaf1 inhib: inhibitors of human Apaf-1 apoptosome. O14727. reconstituted apoptosome caspase-3 activity, DEVD-Rh110 fluorescence. inhibition, % at 20 µM. 0.71% of 330,000 active; active = inhibition of at least 40% at 20 µM;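 also: plate controls were DMSO wells for no effect and DEVD-CHO caspase inhibitor wells for full effect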
Target sequence (O14727 whole entry, looked up): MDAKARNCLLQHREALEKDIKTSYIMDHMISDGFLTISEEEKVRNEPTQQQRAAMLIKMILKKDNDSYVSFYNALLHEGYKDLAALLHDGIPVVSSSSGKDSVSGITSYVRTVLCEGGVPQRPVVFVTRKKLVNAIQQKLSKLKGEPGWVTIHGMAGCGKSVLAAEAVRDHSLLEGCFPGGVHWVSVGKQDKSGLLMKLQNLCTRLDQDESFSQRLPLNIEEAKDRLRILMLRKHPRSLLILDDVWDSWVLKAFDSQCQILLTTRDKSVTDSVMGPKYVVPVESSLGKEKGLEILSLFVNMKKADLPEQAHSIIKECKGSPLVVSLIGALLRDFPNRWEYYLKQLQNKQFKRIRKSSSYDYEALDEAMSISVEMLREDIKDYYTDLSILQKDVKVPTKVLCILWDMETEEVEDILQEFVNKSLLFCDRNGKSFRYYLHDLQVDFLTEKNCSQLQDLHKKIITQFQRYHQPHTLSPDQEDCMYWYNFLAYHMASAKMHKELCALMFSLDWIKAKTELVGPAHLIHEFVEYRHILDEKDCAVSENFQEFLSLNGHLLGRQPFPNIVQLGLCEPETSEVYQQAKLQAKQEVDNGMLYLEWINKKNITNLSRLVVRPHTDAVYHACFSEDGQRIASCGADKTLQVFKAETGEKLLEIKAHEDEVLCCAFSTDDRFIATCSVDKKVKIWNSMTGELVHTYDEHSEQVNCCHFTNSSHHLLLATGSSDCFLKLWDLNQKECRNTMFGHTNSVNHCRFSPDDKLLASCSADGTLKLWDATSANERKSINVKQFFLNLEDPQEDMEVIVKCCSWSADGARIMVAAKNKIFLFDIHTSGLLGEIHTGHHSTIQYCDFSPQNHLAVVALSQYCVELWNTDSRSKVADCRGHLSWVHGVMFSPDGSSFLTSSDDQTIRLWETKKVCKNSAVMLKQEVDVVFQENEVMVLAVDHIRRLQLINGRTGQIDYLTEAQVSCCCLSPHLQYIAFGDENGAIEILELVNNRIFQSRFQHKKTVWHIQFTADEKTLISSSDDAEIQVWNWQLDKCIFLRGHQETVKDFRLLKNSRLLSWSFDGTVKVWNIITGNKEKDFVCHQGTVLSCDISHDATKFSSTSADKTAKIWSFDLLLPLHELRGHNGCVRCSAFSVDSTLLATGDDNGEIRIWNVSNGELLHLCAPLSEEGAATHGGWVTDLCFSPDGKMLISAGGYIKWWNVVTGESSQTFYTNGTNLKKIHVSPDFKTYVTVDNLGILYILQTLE
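Material: cell-free apoptosome with Apaf-1, procaspase-3 and caspase-9; Buffer or medium: Hepes pH 7.5 with detergent and BSA; Reagent: cytochrome c trigger plus (Z-DEVD)2-Rh110 caspase-3 substrate; Times: compound with Apaf-1, dATP, procaspase-3 30 min, then 50 min reaction, room temperature; Technique: Rh110 fluorescence intensity.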
PfG6PD inh: PfG6PD (Plasmodium falciparum) enzyme inhibition; PfGluPho enzyme, NADPH resazurin-diaphorase fluorescence; inhibition, % at 20 µM; 0.78% of 350,000 active; AID 504690;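 active = inhibition reaching at least a set limit at 20 µM in the primary screen, cut at about 59% in these data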;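 also: 0% = DMSO wells with substrate and 100% = DMSO wells lacking glucose-6-phosphate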
SENP7 block: inhibitors of human SENP7 protease. Q9BQF6. recombinant SENP7, Z-RLRGG-aminoluciferin luminescence, 40 min. inhibition, % at 5 µM. 1.5% of 330,000 active. AID 434973;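 active = inhibition above about 50% at the single test dose, limit read from the data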;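 also: plate controls were DMSO with enzyme for no effect and no enzyme buffer wells for full effect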
HKDC1 inhibitor: HKDC1 (human) hexokinase inhibition; Q2TB90; recombinant HKDC1, G6PDH/diaphorase resazurin coupled fluorescence; inhibition, % at 20 µM; 0.16% of 340,000 active;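 active = inhibition above about 35% when tested at 20 µM, limit read from the data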;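 also: plate controls were DMSO wells with enzyme for no effect and DMSO wells lacking enzyme for full effect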
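Assay system: in-house recombinant HK5 (HKDC1) enzyme. Input: HKDC1 at 5 µg/mL. Medium: Tris pH 8.0 buffer with MgCl2, Tween-20, BSA, BME. Dosing: single 20 µM dose. Schedule: 90 min reaction incubation at room temperature, dark. Signal: resazurin-to-resorufin fluorescence via G6PDH and diaphorase coupling, 525/613 nm. Controls: DMSO-enzyme wells negative, buffer-substituted wells positive.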
SENP6 inh: inhibitors of human SENP6 protease; Recombinant SENP6 catalytic domain, aminoluciferin luminescence; inhibition, % at 10 µM; 1.8% of 330,000 active; AID 2599;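 active = inhibition above about 50% at the single tested dose, limit read from the data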;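 also: plate controls were DMSO wells with enzyme for no effect and DMSO wells lacking enzyme for full effect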
SENP1 FRET inh: SENP1 (human) catalytic domain inhibition; recombinant SENP1 catalytic domain, CyPet-SUMO1-YPet FRET cleavage; inhibition, % at 10 µM; 0.21% of 360,000 active; AID 624204;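 active = inhibition at least 30% at 10 µM, raw YFP signal under a set limit, fluorescence ratio 0.5 to 1.5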;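 also: 0% = enzyme with DMSO and 100% = no enzyme wells; some results filed as inactive read as strong as hits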
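Material: hSENP1 catalytic domain, recombinant; medium: Tris pH 8 with BME, BSA, NP40 and catalase; compound: single concentration of 10 µM compound, 0.5% DMSO final; technique: FRET read of cyan and yellow fluorescence; timing: 50 min enzyme reaction, room temperature, light-protected; reagent: SFCypet-SUMO1-SFYpet substrate at 25 nM; control set: no-enzyme low, enzyme-DMSO high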
The depositor's hits bear a star; . = no result given.

SMILES	SENP8 block-1	SENP8 block-2	Apaf1 inhib	PfG6PD inh	SENP7 block	HKDC1 inhibitor	SENP6 inh	SENP1 FRET inh
S=c1[nH]nc(-c2cccnc2)n1/N=C/c1ccccc1	1	26	-8	7	-1	-3	-6	1
Cc1ccc(/C=N\NC(=O)c2cc([N+](=O)[O-])cc([N+](=O)[O-])c2)o1	4	25	-8	4	2	-3	14	1
Cc1ccccc1Nc1nc(-c2cccnc2)cs1	44	11	1	27	54*	2	47	-1
CCCCc1ccc(S(N)(=O)=O)cc1	-4	-6	-5	-10	-2	-5	-9	3
Cc1c(OCC(=O)NCCN2CCOCC2)ccc2c1oc(=O)c1ccccc12	-4	-396	0	22	-2	17	2	0
NC(=O)NCC12CC3CC(CC(C3)C1)C2	2	10	-6	-13	-2	-5	-10	3
O=C(CSc1nc2ccccc2o1)NCc1ccc2c(c1)OCO2	-2	-2	3	-3	-7	4	-2	0
COc1ccc(-c2cc(=O)oc3cc(OCC(=O)Nc4ccccn4)ccc23)cc1	-1	-46	0	9	5	4	0	15
Cn1c(=O)c(C(=O)COc2ccc(C#N)cc2)c(N)n(Cc2ccccc2)c1=O	-1	1	-3	10	5	-3	-24	-9
c1ccc2c(c1)CC/C2=N/Nc1nc2ccccc2[nH]1	-3	-81	57*	46	5	-3	-14	0
Cc1ccnc(NS(=O)(=O)c2ccc(Cl)nc2)c1	4	5	-9	12	8	-4	9	2
Cc1ccccc1NC(=S)N(CCCN1CCCCC1)Cc1ccco1	-1	10	-7	-1	5	-3	4	0
CC1(C)CN(c2ccc(CC#N)cc2)C1=O	-10	8	0	11	1	-6	-24	2
Cc1occc1C(=O)NC(C)C12CC3CC(CC(C3)C1)C2 (stereo not drawn)	-2	7	7	-3	-5	-6	13	-2
CCc1cccc(CC)c1NC(=O)COc1ccccc1C(=O)c1cc(C#N)c(=O)n(C2CCCCC2)c1	2	13	16	14	-4	-2	-3	-2
CCc1ccc(C(=O)C(C)OC(=O)Cc2n[nH]c(=O)c3ccccc23)cc1 (stereo not drawn)	1	11	15	2	-5	0	17	1
Cc1nn(C)c(C)c1C(C)NC(=O)c1cc(COc2ccc(F)c(F)c2)on1 (stereo not drawn)	-1	9	5	3	2	-5	-6	0
CCOC(=O)/C(C#N)=C/c1ccc(OC(=O)c2ccco2)c(OCC)c1	0	-46	4	3	2	4	-10	-145
O=C(N/N=C/c1ccsc1)c1ccc2ccccc2n1	-3	-14	2	0	0	-4	0	2
Cc1ccc(Cl)cc1NC(=O)CNC(=O)N1CC(=O)Nc2ccccc21	-1	-1	-4	-2	2	3	-13	0
COCCCNCCOCCOc1ccc(Cl)cc1Br	-10	6	1	-12	-10	0	-17	1
Cc1ccc(C2C(C(=O)c3sc(C)nc3C)=C(O)C(=O)N2CCN(C)C)o1 (stereo not drawn)	1	10	-13	2	-1	-10	-8	-6
O=C(Nc1ccccn1)c1ccc2c(c1)OCCO2	61*	16	3	3	80*	-1	-7	-2
c1ccc(-n2c(Cc3cccnc3)nc3cnccc32)cc1	-3	12	0	5	-5	0	-8	-4
O=C(COC(=O)C1=Cc2ccccc2OC1)NC1CCCC1	-19	-14	-10	-5	-12	-7	-17	3

Gathered by group, those above containing an NH in an aromatic ring
SMILES	SENP8 block-1	SENP8 block-2	Apaf1 inhib	PfG6PD inh	SENP7 block	HKDC1 inhibitor	SENP6 inh	SENP1 FRET inh
S=c1[nH]nc(-c2cccnc2)n1/N=C/c1ccccc1	1	26	-8	7	-1	-3	-6	1
c1ccc2c(c1)CC/C2=N/Nc1nc2ccccc2[nH]1	-3	-81	57*	46	5	-3	-14	0
CCc1ccc(C(=O)C(C)OC(=O)Cc2n[nH]c(=O)c3ccccc23)cc1 (stereo not drawn)	1	11	15	2	-5	0	17	1

Later entries:
SMILES	SENP8 block-1	SENP8 block-2	Apaf1 inhib	PfG6PD inh	SENP7 block	HKDC1 inhibitor	SENP6 inh	SENP1 FRET inh
COc1ccc(CCNC(=O)Cn2c(=O)n(-c3ccc(F)cc3F)c(=O)c3sccc32)cc1OC	2	17	-14	4	-4	-2	-10	4
CCOC(=O)C1CCN(C(=O)C2(NC(=O)Nc3ccccc3Cl)CCCCC2)CC1	2	24	2	2	-3	-4	3	5
Cc1cc(NC(=O)CN(C)C)c([N+](=O)[O-])cc1C	0	10	1	-17	-5	-14	-14	3
N#CC1(NC(=O)COC(=O)Cc2n[nH]c(=O)c3ccccc23)CCCCC1	-10	-1	14	2	14	0	-5	-1
COc1cc(/C=N/O)cc(Br)c1OCc1ccc(Cl)cc1	-6	20	22	81*	-1	7	-7	2
O=C(Cn1nnc2ccccc21)c1ccc(Cl)cc1	-6	18	-12	-6	3	-1	0	3
CCCCc1ccc(-n2nnnc2SCC(=O)Nc2cc(OC)c([N+](=O)[O-])cc2C)cc1	-3	11	10	-5	-2	-12	-9	2
O=C(CCN1C(=O)c2ccccc2C1=O)C1=NN[C@@H]2C(=O)N(c3cccc(Cl)c3)C(=O)[C@H]12	-19	20	1	-17	-5	-4	-3	2
CC(C)=CC(=O)N1CC[C@@H](N2CCN(c3ccccc3F)CC2)[C@H](O)C1	13	38	-4	-12	-11	-3	6	1
CC1(C)CC(=O)c2c(oc3ccc(NS(=O)(=O)c4cccc5cccnc45)cc23)C1	2	8	18	-8	1	27	7	-1
COCC(=O)Nc1c(I)c(C(=O)NCC(O)CO)c(I)c(C(=O)N(C)CC(O)CO)c1I (stereo not drawn)	1	8	-2	-11	10	5	-6	0
Cc1c(Cl)c([N+](=O)[O-])nn1Cc1ccc(C(=O)N/N=C\c2cc(Cl)ccc2O)o1	-12	2	0	-8	10	-32	-12	1
CCCCc1nnc(NC(=O)c2oc3ccc(OC)cc3c2C)s1	-12	-454	29	-30	-12	-4	-1	-2
COCCCNC(=O)c1cccc(OC)c1OC	-7	11	0	-12	-13	2	-11	1
CCCCOc1ccc(C2C3CN(C(=O)OCC)CC=C3C(C#N)=C(N)C2(C#N)C#N)cc1OC (stereo not drawn)	-9	-94	8	9	-1	-6	2	-28
Cc1sc(NC(=O)C2CCCCC2C(=O)O)c(C(N)=O)c1C (stereo not drawn)	-2	3	-1	3	9	-4	-4	0
CC(C)Nc1nnc(SCC(=O)c2c(N)n(Cc3ccccc3)c(=O)n(C)c2=O)s1	0	20	10	10	4	-5	-8	0
Nc1ccc(-c2nc3c(Cl)cc(N)cc3[nH]2)cc1	-4	-371	-8	12	4	6	26	-8
NC(=O)C1C(=O)c2ccccc2C1(C[N+](=O)[O-])c1ccccc1 (stereo not drawn)	.	38	.	4	.	9	.	-29
O=C(CSc1nnc(-c2cccnc2)o1)Nc1ccccn1	-4	14	4	-4	-15	2	-6	-1
CNc1nc2cc([N+](=O)[O-])c([N+](=O)[O-])cc2nc1NC	.	11	.	1	.	-5	.	43*
CN(C(=O)c1cncc(Br)c1)C1C2CC3CC(C2)CC1C3 (stereo not drawn)	-9	12	6	3	-12	-1	-9	2
CCc1ccc(C(=O)c2cc3ccc(O)cc3oc2=O)cc1	48	-199	1	-17	7	-4	60*	-28
CCC(Oc1cccc(Cl)c1)C(=O)N1CCCN(C)CC1 (stereo not drawn)	5	5	-7	0	2	-12	2	0
COc1cccc(CNC(=O)CCc2nnc(C3CCCCC3)o2)c1	8	-1	-1	-18	-5	4	9	-3

Three entries already listed, arranged by the value under SENP7 block, highest first.
mol | SENP7 block
COCC(=O)Nc1c(I)c(C(=O)NCC(O)CO)c(I)c(C(=O)N(C)CC(O)CO)c1I (stereo not drawn) | 10
COc1cccc(CNC(=O)CCc2nnc(C3CCCCC3)o2)c1 | -5
COCCCNC(=O)c1cccc(OC)c1OC | -13

2 compounds from above, reduced to SENP1 FRET inh and Apaf1 inhib:
Molecule	SENP1 FRET inh	Apaf1 inhib
O=C(COC(=O)C1=Cc2ccccc2OC1)NC1CCCC1	3	-10
COc1ccc(CCNC(=O)Cn2c(=O)n(-c3ccc(F)cc3F)c(=O)c3sccc32)cc1OC	4	-14

The listing continues:
SMILES	SENP8 block-1	SENP8 block-2	Apaf1 inhib	PfG6PD inh	SENP7 block	HKDC1 inhibitor	SENP6 inh	SENP1 FRET inh
COc1cccc(N(CC(=O)NC2CCCC2)C(=O)Cn2nnc(-c3ccc(C)o3)n2)c1	4	4	12	1	-7	0	-7	0
Cc1c(N)cc(S(=O)(=O)O)cc1NC(=O)c1cccc([N+](=O)[O-])c1	.	8	.	-3	.	0	.	5
CCCC(=O)N(c1ccc2oc(=O)sc2c1)S(=O)(=O)c1cccs1	-1	18	-16	5	-4	-26	-34	1
CCC1CCCCN1C(=O)Nc1cccc(NC(=O)N2CCCCC2CC)c1 (stereo not drawn)	-8	13	-3	-4	-1	-3	-13	0
CC(=O)NC(c1ccc(Cl)cc1)c1c(O)ccc2ccc(O)cc12 (stereo not drawn)	1	-5	12	39	4	2	0	2
O=C(Nc1ccccc1)c1cccc(NC(=O)c2ccco2)c1	-1	-7	-12	16	1	-4	3	-1
CC(C)(C)S(=O)(=O)N1C[C@@H]2CC/C=C\C/C=C\2[C@H]1CCO	.	6	.	13	.	-6	.	-1
CCN1CCN(c2ncnc3sc(C(=O)Nc4ccccc4F)c(C)c23)CC1	7	6	2	-4	0	0	7	2
CN(Cc1nc(-c2ccccn2)no1)S(=O)(=O)c1ccccc1	-8	26	-3	-13	0	-8	-9	-1
CC(=O)c1cn(CC(=O)Nc2ccc(C)c(C)c2)c2ccccc12	1	6	-20	6	-7	-1	3	-2
CC(C)CCNC(=O)CN(C(=O)CCC(=O)Nc1nccs1)C1CCCCC1	-10	4	2	11	-5	-3	9	-1
O=C(CSc1nc2ccccc2c(=O)n1-c1ccc(Cl)cc1)N/N=C/C=C/c1ccccc1[N+](=O)[O-]	-1	30	8	4	5	-4	-10	1
CCOc1ccc(CN2C(=O)CCC2(C)C(=O)NCc2cccnc2)cc1 (stereo not drawn)	-14	17	-5	2	7	-6	0	-8
Cc1nn(CC(=O)NCCc2ccc(Cl)cc2)c(=O)c2cccn12	4	11	-5	12	2	-1	1	1
CCC(C)(C(=O)NC1CCCCC1)N(C(=O)CNC(C)=O)c1c(C)n(C)n(-c2ccccc2)c1=O (stereo not drawn)	0	5	4	13	10	-2	-13	1
CCC/C(=C1/c2ccccc2C(=O)N1c1ccccc1)c1ccc2c(c1)OCO2	-12	-33	6	-24	1	4	-16	0
Cc1cc(C)nc(SCc2nnc(SCC(=O)Nc3ccc(C)c(C)c3)o2)n1	-3	12	6	16	-7	0	-11	2
COc1cc(OC)c2c(-c3cccc(-c4ccc(OC(F)(F)F)cc4)c3)cc(=O)oc2c1	.	-80	17	11	7	24	.	1
COC(=O)[C@@]1(Cc2ccc(F)cc2)[C@H]2c3cc(C(=O)N(C)C)n(Cc4ccc(OC(F)(F)F)cc4)c3C[C@H]2CN1C(=O)c1ccccc1	2	.	25	.	-4	.	-8	.
CC1CCCN(Cc2c(O)ccc3c(=O)c(-c4ccc(Cl)cc4)coc23)C1 (stereo not drawn)	0	-277	12	-6	0	2	13	-2
C(=N\Nc1nc2ccccc2[nH]1)/c1c[nH]c2ccccc12	-1	-76	-6	46	-8	-7	12	-3
O=C(Nc1ccc(Cl)cc1C(=O)N1CCOCC1)c1ccco1	-1	7	-16	-12	8	2	-12	-2
CNc1ccccc1C(=O)OCC(=O)N1CCN(c2ccc(OC)cc2)CC1	-7	-429	20	5	6	2	-5	-5
CCCCN(C(=S)Nc1ccccc1)C1CCS(=O)(=O)C1 (stereo not drawn)	0	22	4	-12	6	-1	2	-2
